# Bioassay records from PubChem.
# rCAG binder: binds r(CAG) RNA repeats | inhibition, % at 3 µM | r(CAG) RNA repeat, TO-PRO-1 dye displacement fluorescence | 370,000 compounds, 1.3% hits;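 active means inhibition above the plate cutoff, the mean of all test compounds on that plate plus 3 SD, cut at about 35% in these data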;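 further: 0% = DMSO alone and 100% = 100 µM mitoxantrone as full dye displacement; higher means more dye released from RNA so lower well fluorescence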
# PRMT1 inh: inhibitors of human PRMT1 | Q99873 | recombinant PRMT1, activity-based probe fluorescence polarization | inhibition, % at 2.79 µM | 370,000 compounds, 1.3% hits | AID 652257;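 active means inhibition above about 21% made by adding two undisclosed values, limit read from the data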
# SIAE primary: human SIAE inhibition, primary screen; SIAE FP-Rh probe binding, fluorescence polarization; inhibition, % at 9.66 µM; 370,000 compounds, 0.69% hits; AID 1053197;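 active means inhibition above a cutoff: mean of compounds within the control limits plus 3 SD of those, cut at about 17% in these data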;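 further: 0% = plate median of compound wells and 100% = probe without SIAE protein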
# MBD2 DNA inh: MBD2-methylated oligo binding inhibition; Q9UBB5; TR-FRET, MBD2 binding to methylated oligonucleotide; inhibition, % at 4.4 µM; 370,000 compounds, 0.31% hits; in the data active means inhibition above about 13%
# mABHD4 FP: inhibitors of mouse ABHD4. purified mABHD4, FP-Rh probe fluorescence polarization. inhibition, % at 8.92 µM. 370,000 compounds, 0.54% hits. AID 720543;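 active means inhibition exceeding the mean over every tested compound plus 3 SD, cut at about 30% in these data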;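 further: 0% = plate median of compound wells and 100% = S159A mutant with DMSO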
#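 Assay system: mABHD4 protein; medium: HEPES pH 7.0, NaCl, Pluronic buffer; dosing: 8.92 µM, single dose; schedule: 45 min + 60 min at 25 °C; signal: FP readout, ex 525 nm / em 598 nm; read-out: normalized percent inhibition of probe labeling; repeats: single replicate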
# NPR2 activator: GC-B (human) receptor activation. P20594. HEK293-GC-B cells, CNP EC30, cGMP TR-FRET; 0% at EC30 CNP, 100% saturating CNP. activation, % at 10 µM. 370,000 compounds, 0.11% hits. AID 1920062;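 active means activation at 10 µM reaching about 35% in either raw or pattern-adjusted values, limit read from the data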
# Target sequence (P20594 whole entry, looked up): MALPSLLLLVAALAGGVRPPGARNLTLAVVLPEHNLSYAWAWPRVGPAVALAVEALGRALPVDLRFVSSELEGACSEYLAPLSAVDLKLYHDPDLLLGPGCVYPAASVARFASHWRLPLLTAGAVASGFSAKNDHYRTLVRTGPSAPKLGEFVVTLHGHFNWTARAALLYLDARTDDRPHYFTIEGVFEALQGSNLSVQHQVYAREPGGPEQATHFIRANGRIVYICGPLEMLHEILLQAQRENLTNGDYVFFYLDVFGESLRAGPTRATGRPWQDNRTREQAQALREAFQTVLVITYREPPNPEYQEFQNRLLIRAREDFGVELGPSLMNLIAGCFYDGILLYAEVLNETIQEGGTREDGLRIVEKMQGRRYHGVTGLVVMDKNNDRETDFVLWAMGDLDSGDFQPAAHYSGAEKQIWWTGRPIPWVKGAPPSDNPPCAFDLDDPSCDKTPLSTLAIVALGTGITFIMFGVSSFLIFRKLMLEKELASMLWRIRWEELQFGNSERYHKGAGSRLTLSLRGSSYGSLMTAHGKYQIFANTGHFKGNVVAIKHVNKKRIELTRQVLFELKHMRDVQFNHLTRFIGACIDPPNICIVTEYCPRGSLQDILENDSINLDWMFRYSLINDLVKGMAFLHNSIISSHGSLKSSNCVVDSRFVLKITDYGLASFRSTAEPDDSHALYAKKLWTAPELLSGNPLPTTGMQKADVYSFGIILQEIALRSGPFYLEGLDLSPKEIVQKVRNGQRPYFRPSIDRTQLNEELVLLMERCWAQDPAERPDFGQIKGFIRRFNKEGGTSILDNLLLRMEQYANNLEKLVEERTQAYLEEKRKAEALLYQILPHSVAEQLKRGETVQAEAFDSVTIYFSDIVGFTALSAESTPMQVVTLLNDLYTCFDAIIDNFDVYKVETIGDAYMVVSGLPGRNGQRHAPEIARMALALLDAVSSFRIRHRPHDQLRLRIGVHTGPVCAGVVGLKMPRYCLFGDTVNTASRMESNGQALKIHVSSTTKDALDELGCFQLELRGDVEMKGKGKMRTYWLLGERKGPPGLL
# HTRA1 inh: inhibitors of human serine peptidase HTRA1; recombinant HTRA1, FP-rhodamine activity-based probe, fluorescence polarization; inhibition, % at 5.96 µM; 340,000 compounds, 0.5% hits; in the data active means inhibition above about 36%;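 further: 0% = enzyme with DMSO and 100% = wells lacking enzyme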
# TDP2 inh: TDP2 (human) inhibition, absorbance primary screen; O95551; recombinant TDP2, T5PNP hydrolysis, p-nitrophenol absorbance 415 nm; inhibition, % at 12.8 µM; 370,000 compounds, 0.34% hits; AID 720702;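 active means inhibition above the mean of all tested compounds plus 3 SD, set per campaign, cut at about 25% in these data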;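 further: 0% = DMSO with enzyme and 100% = buffer with substrate but no TDP2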
#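 test system = human TDP2 enzyme | input = TDP2 enzyme at 120 nM final | medium = 50 mM Tris-HCl pH 7.5 with Mg2+, KCl, DTT, BSA | also added = T5PNP substrate, 5 mM | times = 2 h at 37 °C | technique = epi absorbance | benchmarks = high control without enzyme, low control DMSO plus TDP2 | replication = each compound tested once, singlicate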
# TCR CD3 inh: blocks the human TCR-CD3 interaction; 360,000 compounds, 0.37% hits; TAMRA-labeled TCR probe fluorescence, biochemical; inhibition, % at 9.4 µM; AID 651800; in the data active means inhibition above about 19%;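 further: recombinant mutant TCR 2C K166C tagged with TAMRA read by polarization; 0% = receptor in buffer alone and 100% = receptor with positive control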
# LEDGF integ inh: blocks HIV-1 LEDGF/p75-dependent DNA integration; TR-FRET IN-LEDGF/p75 DNA integration, Eu/Cy5; inhibition, % at 3.7 µM; 370,000 compounds, 0.64% hits;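 active means inhibition above the screen-wide mean plus 3 SD, cut at about 13% in these data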;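 further: signal is the Cy5 over europium emission ratio at 671 and 618 nm; 0% = plate median of compound wells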
# An asterisk follows results filed as active; x = not tested or not shown.
# Results follow in this order: NPR2 activator, PRMT1 inh, rCAG binder, mABHD4 FP, TCR CD3 inh, SIAE primary, TDP2 inh, LEDGF integ inh, MBD2 DNA inh, HTRA1 inh
- C[C@H]1COC(=O)[C@@H](Cc2ccc(F)cc2)C/C=C\C[C@@H](CC(=O)N[C@@H](CO)Cc2ccccc2)C(=O)N1
  2.4, 1.4, -0.2, -7.9, -6.1, -2.4, -4.2, 1.7, 7.7, 1.2
- CCCc1cc(=O)[nH]c(SCC(=O)N2CCN(S(=O)(=O)c3ccc(Cl)cc3)CC2)n1
  -0.7, -3.0, 4.6, 6.2, 2.9, 0.4, -1.7, 0.8, 1.7, 1.8
- COC(=O)C1=C(C)N(Cc2cccc(C(F)(F)F)c2)C(=NCc2ccc(C(F)(F)F)cc2)NC1c1ccc(C(F)(F)F)cc1 (stereo unspecified)
  1.9, -3.3, 3.5, 18.8, 8.4, -24.1, -5.2, 1.4, -1.8, x
- COc1ccc2oc(=O)c(/C(N)=N/NC(=O)c3ccncc3)cc2c1
  1.2, -1.6, -1.1, -2.4, 2.2, 4.3, -13.1, 6.1, -1.2, 7.5
- O=C(COC(=O)c1ccc(Br)o1)Nc1ncc(Cl)cc1Cl
  1.3, -0.3, 2.2, 1.8, 12.8, 8.8, 9.4, 2.7, 2.4, 0.7
- C=CCc1c(C)c(C#N)c2nc3ccccc3n2c1N1CCCCC1
  -2.0, 1.5, 0.9, 5.3, -2.6, -0.3, 9.4, -1.4, -5.7, -1.5
- CCc1nnc(NC(=O)c2cc(S(=O)(=O)N3CCCCC3)ccc2N2CCOCC2)s1
  6.4, -5.9, -2.3, 2.6, 1.1, 9.3, -0.1, -1.7, -2.5, -3.9
- Cc1ccc(CNC(=O)c2csc3c2CCCCC3)cc1
  3.4, 4.2, -0.4, 0.8, 0.7, 6.3, -3.5, -0.2, 1.4, 2.8
- COc1ccc(-c2noc(N3CCC(C(=O)NCCCN4CC(C)CC(C)C4)CC3)n2)cc1 (stereo unspecified)
  -1.5, -2.2, -6.0, -0.6, -8.6, -4.1, 2.8, -1.8, 3.5, 0.7
- Cc1ccc2nccc(C(=O)N3CCCC(Nc4ccc(C)c(C)c4)C3)c2c1 (stereo unspecified)
  -5.9, 3.7, -2.3, -7.5, 1.7, 7.8, -25.4, -3.1, 2.0, 5.7
- O=[N+]([O-])c1ccc(Oc2cnc3ccccc3n2)cc1
  -4.8, 0.5, 2.5, -1.8, 3.5, -4.8, 5.2, 0.1, 4.3, -5.0
- S=C(NCc1ccco1)N/N=C/c1ccncc1
  -3.4, 1.5, -0.1, -1.9, 7.7, -0.2, -15.3, 0.2, -0.8, 1.7
- CCOc1ccc2nc(SCCNS(=O)(=O)c3ccccc3)sc2c1
  1.1, -1.3, -1.6, -21.7, 4.6, -23.6, -7.1, 1.7, 1.4, -15.0
- CCN(CC)C(=O)c1cn(CC)c(=O)c2cc(OC)c(OC)cc12
  5.9, -2.8, -3.6, -2.2, -1.2, 2.7, 3.2, -0.3, 0.7, -5.6
- CCSc1nc2c(c(=O)[nH]1)C(c1ccc(C)cc1)C1=C(CCCC1=O)N2 (stereo unspecified)
  -9.4, 4.0, 6.2, -7.5, 0.9, -7.9, -11.1, -6.4, 9.4, 9.2
- CCCn1c(=NC(C)=O)c(C(=O)OCC)cc2c(=O)n3ccccc3nc21
  -3.6, 1.4, -3.6, -0.3, -5.1, -1.0, -0.8, -9.5, -0.9, 2.2
- COc1ccc(NC(=O)Cc2coc3cc(C)c(C(C)C)cc23)cc1S(=O)(=O)N1CCOCC1
  4.7, 1.7, 12.4, -3.6, 4.2, 3.7, -3.4, 10.4, -0.5, -9.2
- COc1ccccc1NC(=S)N(Cc1cccnc1)Cc1ccccc1Cl
  -4.9, -1.2, -4.8, 1.3, 1.8, -6.3, -2.5, 0.2, 4.9, -4.1
- COc1ccc2[nH]c3c(=O)n(/N=C/[C@H]4C(C)C=C(C)CC4C)c(=O)[nH]c3c2c1 (stereo partly specified)
  3.3, -2.6, 1.9, 4.8, 2.4, 0.6, 2.3, -2.5, -9.9, 0.0
- Cc1ccc(-c2nnc(SCC(C)C)n2C)cc1
  7.0, -2.1, -7.5, 2.7, 0.7, 5.3, 1.5, 1.4, -6.7, -8.3
- O=C(NCCc1ccccc1)C(=O)NCC1OCCN1S(=O)(=O)c1cccs1 (stereo unspecified)
  6.3, -2.4, -0.1, 0.6, 4.8, 4.0, -5.4, 1.6, -4.1, 4.1
- O=C(COC(=O)CNS(=O)(=O)c1ccc(Br)cc1Cl)NC1CCCC1
  -7.7, 4.7, -2.6, 5.4, -8.2, 2.6, -15.4, -4.1, -3.6, -0.5
- O=C(Oc1ccc2c(-c3ccccc3)cc(=O)oc2c1)c1cccs1
  -2.7, -0.6, 1.5, 4.9, 7.4, -10.6, -5.3, -2.9, 4.8, 1.1
- CCSC1=NCCN1S(=O)(=O)c1ccccc1
  -0.8, 4.8, -2.9, -8.6, -4.4, -6.7, -15.7, -0.9, 1.4, -1.6
- C/C(=N\NC(=O)c1csc(C)c1C)c1ccc(C)s1
  -1.6, 2.0, -3.4, 3.0, -7.7, -6.8, -1.1, -1.9, 0.7, -8.3
- O=C(O)c1cccc(NS(=O)(=O)c2cccc3cccnc23)c1
  -1.8, 4.7, 0.2, 3.8, -6.1, -1.3, -5.1, -5.5, 2.6, 1.5
- CCc1cc2c(N3CCN(c4ccccc4)CC3)ncnc2s1
  7.0, 1.7, -5.2, -1.4, 2.1, 2.0, 0.8, -0.9, -0.8, -9.1
- COCCN(C(=O)CSc1ccc2c(c1)OCCO2)c1c(N)n(CC(C)C)c(=O)[nH]c1=O
  2.8, 7.8, 0.7, 5.9, -1.2, -0.1, 0.7, -2.8, 4.0, -0.6
- COc1ccc(-n2c(Cc3cc(=O)[nH]c(=O)[nH]3)nnc2SCC(=O)Nc2cc(C(F)(F)F)ccc2Cl)cc1
  -2.1, -1.5, -0.9, 0.1, 1.3, -0.3, -10.9, 2.0, 0.9, -4.4
- Cc1ccc(CN=C(Nc2ccccc2)NC2CCCCC2)cc1
  -6.5, -2.8, 2.3, 0.5, -0.4, -1.7, -1.1, 0.8, -4.3, -3.2
- CC(C)Cc1nc(SCC(=O)N2CC(C)OC(C)C2)c2c(=O)n(C)c(=O)n(C)c2n1 (stereo unspecified)
  -3.8, 1.9, -4.9, 0.5, 1.6, 2.5, 6.9, 2.3, 0.8, 0.3
- O=C(NCCc1csc(-c2ccccc2)n1)c1ccccc1F
  -0.3, -0.8, -9.4, -2.6, -6.2, 3.8, -4.0, -2.0, 2.7, -3.0
- COc1ccc(C2=NNC(=O)CC2)cc1
  1.7, -0.1, 1.2, 3.7, 2.6, -5.2, 3.5, 2.3, 0.4, -4.2
- O=C(COc1cc2oc(=O)c3c(c2cc1Cl)CCCC3)NCc1cccnc1
  -15.1, -0.5, -1.7, -1.1, -0.2, 0.9, 5.9, 0.3, 0.2, 3.1
- CC1(C)C2CCC(C2)C1(C)NC(=O)CN1CCN(Cc2ccccc2)CC1 (stereo unspecified)
  4.8, 1.7, -10.3, 12.1, -4.0, -5.1, 1.1, -0.3, 1.6, 3.2
- COc1ccc2nc(NC(=O)Nc3ccccc3OC)sc2c1
  -9.4, -3.2, 0.6, 5.2, 5.1, 2.0, -1.1, 5.7, 0.6, -2.2
- O=C(Nc1sc2c(c1C(=O)O)CCC2)c1ccc(F)cc1
  -3.9, -0.6, 13.5, 6.8, -5.5, 4.8, -3.8, 4.0, -0.7, -3.5
- Cc1ccc2c(c1C)C(=O)C(=O)N2
  0.1, 0.2, 1.6, -3.8, -1.6, 3.8, 4.4, 1.0, -10.2, 7.3
- O=C(COc1ccc(Cl)cc1)N1CCN(c2cccc(C(F)(F)F)c2)CC1
  0.0, -2.5, -3.9, -30.7, 6.5, -11.5, -22.6, -3.9, 1.4, -27.0
- Cc1ccc(C)c(N2CCN(C(=O)CCNS(=O)(=O)c3ccc4c(c3)oc(=O)n4C)CC2)c1
  -2.4, -1.3, 4.2, 5.4, -3.5, -0.2, 5.8, -4.1, 0.4, -5.7
- CCC1=C(OC(=O)N(CC)CC)N2C(=O)OC(=NCC(=O)OC)[C@]2(C)[C@H]2C1=CC[C@H]1C(=O)N(C)C(=O)[C@H]12
  -1.5, 3.4, 2.3, 4.5, -3.9, -2.3, 3.7, -2.1, 8.1, -3.2
- C=CCOc1c(CNc2nccs2)cccc1OCC
  -1.0, 1.0, -0.3, -6.0, 2.2, 5.5, -10.6, 1.6, 0.3, -0.2
- CCCOC(=O)c1[nH]c2c(c1C)C(=O)CC(c1cccs1)C2 (stereo unspecified)
  -14.1, -2.4, -1.9, 4.7, 3.5, 4.4, 4.6, -3.2, -1.6, 1.6
- O=C(NCCc1ccc(C(F)(F)F)cc1)C1CCC(=O)N(CCCN2CCCC2=O)C1 (stereo unspecified)
  -3.0, 2.7, -4.5, 3.4, 2.0, -1.7, 20.1, -5.6, 1.5, 9.6
- COc1ccc(/C=N/NC(=O)CO/N=C(\C)c2cccs2)cc1
  -10.7, 0.1, 0.7, 0.4, 2.8, 4.2, -2.0, -1.1, -3.6, -4.0
- CCOC(=O)C1=CN(Cc2cccc(F)c2)S(=O)(=O)N(C)C1c1ccc2ccccc2c1 (stereo unspecified)
  1.4, -1.1, 4.3, -10.3, 7.3, -3.7, -3.4, 1.2, 0.5, -22.9
- COCCNc1nnc(SCC(=O)NC(=O)c2ccccc2)s1
  2.5, 2.0, -5.3, 3.0, -5.1, -10.4, 14.6, 2.0, 0.6, -1.6
- O=C(NN(c1ccccc1)c1ccccc1)c1ccccc1F
  -0.4, 1.9, 0.5, 3.8, -3.0, 10.1, 14.3, 1.6, 0.4, 3.7
- CCOc1cccc(NC(=O)/C(C#N)=C\c2cn(CC(=O)O)c3ccccc23)c1
  0.3, 0.2, 56.5*, -0.7, -1.9, -12.6, -4.5, 3.8, -5.4, -19.9
- CCCCNC(=O)CCCCCNS(=O)(=O)c1ccc(OC)cc1
  0.2, -5.0, -3.5, 3.5, 3.5, -0.6, 2.4, -0.9, 2.7, 3.0
- CC(C)(C)C(=O)COC(=O)c1cc2ccccc2cc1O
  0.0, -2.9, -2.6, -0.6, 3.6, 3.5, 0.2, -2.1, -1.9, -2.4
- Cc1nn(-c2ccccc2)c(Cl)c1C1C(C#N)=C(N)OC2=C1C(=O)CCC2 (stereo unspecified)
  -3.0, 0.6, -0.7, 6.6, -1.3, 1.9, 2.1, 0.4, 1.4, -0.4
- Cc1cc(NC(=O)CSCC(=O)N(C)Cc2c(F)cccc2Cl)no1
  -8.4, 0.2, -4.2, 2.7, 2.8, 3.3, 2.1, 3.7, 0.5, 5.3

# One compound at a time, as listed above. Values in the order: NPR2 activator	PRMT1 inh	rCAG binder	mABHD4 FP	TCR CD3 inh	SIAE primary	TDP2 inh	LEDGF integ inh	MBD2 DNA inh	HTRA1 inh
# `COc1ccc(/C=N/NC(=O)CO/N=C(\C)c2cccs2)cc1` reads -10.7	0.1	0.7	0.4	2.8	4.2	-2.0	-1.1	-3.6	-4.0
# `Cc1cc(NC(=O)CSCC(=O)N(C)Cc2c(F)cccc2Cl)no1` reads -8.4	0.2	-4.2	2.7	2.8	3.3	2.1	3.7	0.5	5.3

# Some of the compounds tested; the hit share may differ from the screen's.
